OXTR ag – agonists of human oxytocin receptor; 320,000 tested, 0.32% active; AID 2435; activation, % at 3 µM; CHO-OTR cells, Fluo-8 calcium fluorescence; normalized: DMSO 0%, oxytocin 100%;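 active means activation above the mean of all tested compounds plus 3 SD, cutoff set per screening run, cut at about 20% in these data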;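 further: peak over basal fluorescence ratio from a 100 s FLIPR kinetic read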
Target sequence (P30559 whole entry, looked up): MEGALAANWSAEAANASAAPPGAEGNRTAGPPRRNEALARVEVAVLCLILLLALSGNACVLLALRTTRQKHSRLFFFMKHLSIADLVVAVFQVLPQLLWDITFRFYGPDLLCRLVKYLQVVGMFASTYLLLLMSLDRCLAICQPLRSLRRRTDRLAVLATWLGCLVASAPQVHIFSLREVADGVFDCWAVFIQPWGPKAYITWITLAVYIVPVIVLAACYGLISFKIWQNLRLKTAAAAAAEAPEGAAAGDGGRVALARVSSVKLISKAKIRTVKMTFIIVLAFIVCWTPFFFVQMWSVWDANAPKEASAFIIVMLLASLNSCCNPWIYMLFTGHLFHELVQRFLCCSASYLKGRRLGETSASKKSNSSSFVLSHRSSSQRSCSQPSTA
CHO-K1 Ca PAM – nonselective activator or artifact in parental CHO-K1 calcium assay; ATP EC20, Fluo-8 calcium fluorescence; 0% at ATP EC20, 100% at ATP max; activation, % at 3 µM; 360,000 tested, 0.02% active;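 active means activation above the run cutoff, the mean activation of all test compounds plus 3 SD, cut at about 40% in these data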;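 further: peak over basal fluorescence ratio in a 140 s read after ATP addition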
V1R ag counter – counter-screen for oxytocin receptor agonists: human V1a receptor agonists; P37288; CHO-V1R cells, Fluo-8 calcium fluorescence, agonist mode; 0% DMSO, 100% 3 nM vasopressin; activation, % at 3 µM; 320,000 tested, 0.25% active;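 active means activation above the mean activation of all tested compounds plus 3 SD, per screening run, cut at about 20% in these data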;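 further: signal is peak over basal fluorescence ratio across a 100 second FLIPR read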
CHO-K1 Ca ag – counter-screen for M1 agonists: effect in parental CHO-K1 cells; Fluo-8 calcium fluorescence; scaled to maximal ATP response, vehicle zero; activation, % at 3 µM; 360,000 tested, 0.48% active; in the data active means activation above about 15%;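 further: untransfected CHO-K1 host cells lacking M1 receptor as counterscreen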
CHO parental Ca – counter-screen for OX1R antagonists: effect in parental CHO cells | inhibition, % at 5.6 µM | 330,000 tested, 0.63% active | parental CHO-K1, ATP-induced calcium, Fluo-8 fluorescence | AID 463079;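 active means inhibition above that plate's mean sample inhibition plus 3 SD, cut at about 26% in these data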;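 further: 0% = ATP-challenged DMSO wells and 100% = DMSO wells without ATP; some compounds past the cut are filed as inactive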
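Assay system – parental CHO cells · Reagent – ATP stimulus · Detection – intracellular calcium via Fluo-8 no-wash fluorescent dye · Evaluation – percent inhibition of ATP-evoked calcium rise, normalized to controls · Controls – ATP wells versus no-ATP DMSO wells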
OXTR potentiator – potentiates the human oxytocin receptor response. P30559. CHO-OTR cells, Fluo-8 calcium fluorescence, potentiator mode; 0% = oxytocin EC15, 100% = EC100. activation, % at 3 µM. 320,000 tested, 0.061% active;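 active means activation above that plate's cutoff, the mean activation of tested compounds plus 3 SD, cut at about 6.6% in these data, passing the limit was not always enough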;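 further: 100% uses oxytocin at 75 nM as the full agonist control; some results filed as inactive read as strong as hits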
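Assay system: CHO cell line stably expressing human OTR. Reagent: EC15 oxytocin agonist. Dosing: single dose, 3.0 µM nominal final compound concentration. Timing: compound 6 min at room temperature before oxytocin, 100 s read. Signal: kinetic Fluo-8 calcium fluorescence. Controls: oxytocin EC15 low and EC100 high.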
TAAR1 antagonist – human TAAR1 antagonism | Q96RJ0 | CHO RD-HGA16 TAAR1, Fluo-8 calcium fluorescence, antagonist | inhibition, % at 3 µM | 360,000 tested, 1.5% active | AID 624466;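 active means inhibition above a per-plate cutoff, the mean inhibition of test compounds on that plate plus 3 SD, cut at about 49% in these data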;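 further: 0% = DMSO plus EC80 beta-PEA response and 100% = DMSO alone without agonist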
Target sequence (Q96RJ0 whole entry, looked up): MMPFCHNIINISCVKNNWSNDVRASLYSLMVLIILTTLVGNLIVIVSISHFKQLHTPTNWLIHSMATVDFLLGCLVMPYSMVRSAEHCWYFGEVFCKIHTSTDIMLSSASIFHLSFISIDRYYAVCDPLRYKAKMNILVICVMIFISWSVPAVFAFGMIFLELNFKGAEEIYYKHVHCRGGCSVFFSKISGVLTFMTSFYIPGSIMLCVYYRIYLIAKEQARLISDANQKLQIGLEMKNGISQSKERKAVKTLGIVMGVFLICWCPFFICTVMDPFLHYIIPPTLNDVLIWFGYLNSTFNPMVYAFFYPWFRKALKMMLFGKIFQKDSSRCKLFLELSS
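Test system – hTAAR1-expressing CHO RD-HGA16 cells, Gα16-coupled · Also added – β-PEA at EC80 concentration, post-compound challenge · Compound – 3 µM, single point · Incubation – dye loading 75 min at 37 °C, then 30 min room temperature · Measured by – Fluo-8 intracellular calcium dye fluorescence, real-time kinetic reads · Benchmarks – vehicle and agonist controls · Replicates – singlicate, one well per test compound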
CHO-K1 Ca antag – M1 antagonist counterscreen hit in parental CHO-K1 cells; ATP-induced calcium, Fluo-8 fluorescence; inhibition, % at 3 µM; 360,000 tested, 0.6% active;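 active means inhibition above a per-plate cutoff, the plate's mean sample inhibition plus 3 SD, cut at about 24% in these data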;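 further: 0% = DMSO plus EC80 ATP and 100% = DMSO alone without ATP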
GPR7 antag – human neuropeptides B/W receptor 1 antagonism | 290,000 tested, 1.1% active | inhibition, % at 4.4 µM | GPR7-expressing cells, fluorescence antagonist assay | P48145; in the data active means inhibition above about 16%, passing the limit was not always enough;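 further: cells stimulated with the agonist NPW; 0% = agonist with vehicle and 100% = vehicle without agonist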
Target sequence (P48145 whole entry, looked up): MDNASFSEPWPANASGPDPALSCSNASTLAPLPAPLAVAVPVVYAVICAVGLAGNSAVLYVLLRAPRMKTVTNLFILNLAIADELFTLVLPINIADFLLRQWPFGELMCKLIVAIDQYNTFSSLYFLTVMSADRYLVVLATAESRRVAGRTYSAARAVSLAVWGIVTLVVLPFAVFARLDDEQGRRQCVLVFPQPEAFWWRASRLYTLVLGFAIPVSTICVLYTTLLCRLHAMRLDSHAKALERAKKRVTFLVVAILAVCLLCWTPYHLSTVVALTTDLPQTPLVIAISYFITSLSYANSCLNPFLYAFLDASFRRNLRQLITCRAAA
The depositor's hits bear a star; nt = no result given.

SMILES | OXTR ag | CHO-K1 Ca PAM | V1R ag counter | CHO-K1 Ca ag | CHO parental Ca | OXTR potentiator | TAAR1 antagonist | CHO-K1 Ca antag | GPR7 antag
CCOC(=O)c1ccc(NC(=O)c2nc(SC)ncc2Cl)cc1 | -2.4 | -0.9 | -1.3 | -0.6 | -9.6 | -3.3 | -0.3 | 1.0 | -2.2
COc1ccc(CCN2C(=S)N(C)C(=O)C2CC(=O)Nc2ccc(F)cc2)cc1 (stereo unspecified) | 9.7 | 13.4 | 11.9 | 3.5 | 5.3 | -16.3 | 18.9 | -11.5 | -3.9
COc1ccc(CNC(=O)[C@H](C)NC(=O)C2CCN(C(=O)[C@H](CCSC)NC(=O)OC(C)(C)C)CC2)cc1 | 1.0 | 9.0 | -0.7 | -0.2 | -9.5 | -0.1 | 8.0 | -1.6 | -7.3
COc1ccc(C2C(C(=O)N3CCOCC3)=C(C)NC3=C2C(=O)CC(C)(C)C3)cc1O (stereo unspecified) | -0.5 | -3.3 | -0.1 | 0.0 | 0.8 | -1.7 | -1.6 | -17.7 | -9.8
O=C(OCC(=O)N1CCc2ccccc21)c1cc(S(=O)(=O)N2CCOCC2)ccc1F | nt | -9.4 | nt | 0.5 | nt | nt | 0.0 | 1.7 | nt
Cc1cc(NC(=O)c2ccccc2)no1 | -0.2 | 2.3 | 0.8 | -0.5 | -2.1 | -5.2 | -0.7 | 1.6 | 5.1
C[C@@H]1CN([C@H](C)CO)C(=O)c2c(c3ccccc3n2C)-c2ccccc2CO[C@@H]1CN(C)S(=O)(=O)c1cccs1 | nt | -0.7 | nt | 0.2 | nt | nt | -27.2 | -7.1 | nt
COc1ccc2c(c1OC)C(=O)NC(C)=C(C(=O)OC(C)(C)C)C2O (stereo unspecified) | 0.0 | 12.3 | -0.5 | 0.9 | 1.2 | -6.5 | -5.5 | -9.9 | -10.7
O=C(CSc1n[nH]c(=O)n1-c1cccnc1)N1CCOCC1 | -0.6 | 1.6 | 1.5 | 0.4 | -3.8 | -3.5 | -2.3 | -4.4 | 6.7
CCCCOc1ccc(NC(=O)C2OC3OC(C)(C)OC3C3OC(C)(C)OC23)cc1 (stereo unspecified) | 0.9 | 16.1 | 0.5 | -0.3 | 0.5 | 1.0 | -11.9 | 3.9 | -3.9
CCN(CC)C(=O)NC(c1ccc(C)c(F)c1)C(Cl)(Cl)Cl (stereo unspecified) | -3.6 | 18.1 | 0.3 | 2.0 | -21.7 | -3.8 | -8.1 | -6.2 | -8.2
O=C1CN(C(=O)COC(=O)/C=C/c2ccco2)c2ccccc2N1 | -0.7 | 11.2 | -0.6 | 1.2 | -0.7 | -3.3 | -18.3 | -11.6 | -4.8
C=CCn1c(COc2ccc(CC)cc2)nnc1SCC(=O)N(C)C1CCS(=O)(=O)C1 (stereo unspecified) | -1.8 | -2.7 | -1.4 | -0.1 | -13.2 | -0.6 | 11.8 | -1.1 | -16.2
COc1ccc(OC)c(NC(=O)C2CCN(c3nc(C)cc(C)n3)CC2)c1 | 1.7 | 8.0 | -0.2 | -0.3 | -9.2 | 6.1 | 13.3 | 4.8 | -2.8
N#Cc1c2n(c3c(=O)n(Cc4ccc(Cl)cc4)cnc13)CCCC2 | -1.7 | 6.5 | -0.2 | 0.3 | -4.1 | -4.7 | -17.6 | -3.8 | 4.5
COc1cccc(NC(=O)Nc2nc(SC(C)(C)C)ns2)c1 | 23.4* | -6.6 | 18.2 | 18.8* | 73.6* | -25.8 | 58.9* | 24.3* | 29.1*
O=C1Nc2ccccc2C(=O)N2CCCCC12 (stereo unspecified) | 0.2 | 10.6 | 0.0 | 1.1 | -3.5 | -2.8 | -26.8 | -9.2 | 3.5
O=C(O)c1cccc(CSc2nnc(-c3ccco3)o2)c1 | 0.8 | 9.3 | 0.2 | 0.2 | -5.3 | 0.9 | -3.1 | -2.0 | -4.3
CCc1ccc(NC(=O)C(C)Oc2nnc(-c3cccs3)c(-c3cccs3)n2)cc1 (stereo unspecified) | -1.9 | -6.9 | -0.9 | 0.8 | -12.2 | -9.3 | -2.0 | -8.7 | -8.8
COc1ccc(C2c3c(oc4ccccc4c3=O)C(=O)N2c2ccc(C)cn2)cc1OC (stereo unspecified) | 1.5 | 10.9 | -0.4 | 0.2 | -16.0 | -2.8 | -0.3 | -5.8 | -7.9

Continued, starting with the last 2 of the part before.
SMILES | OXTR ag | CHO-K1 Ca PAM | V1R ag counter | CHO-K1 Ca ag | CHO parental Ca | OXTR potentiator | TAAR1 antagonist | CHO-K1 Ca antag | GPR7 antag
CCc1ccc(NC(=O)C(C)Oc2nnc(-c3cccs3)c(-c3cccs3)n2)cc1 (stereo unspecified) | -1.9 | -6.9 | -0.9 | 0.8 | -12.2 | -9.3 | -2.0 | -8.7 | -8.8
COc1ccc(C2c3c(oc4ccccc4c3=O)C(=O)N2c2ccc(C)cn2)cc1OC (stereo unspecified) | 1.5 | 10.9 | -0.4 | 0.2 | -16.0 | -2.8 | -0.3 | -5.8 | -7.9
COc1ccc(S(=O)(=O)N2CCN(C(=O)N3CCOCC3)C2C)cc1 (stereo unspecified) | 1.1 | 12.6 | 1.1 | 0.3 | 11.4 | -4.0 | -27.0 | 0.7 | 1.8
CCc1nc2ccccc2n1CC(O)COCC1CC=CCC1 (stereo unspecified) | -0.1 | 4.0 | 0.0 | 2.7 | -5.0 | -18.8 | 15.2 | -6.0 | -3.8
CNC(=O)c1ccc(-c2ccc(Cl)c(Cl)c2)s1 | 2.2 | 23.0 | 2.5 | 1.7 | 5.6 | -14.5 | -4.1 | -0.9 | -9.2
Cc1ccc(C(=O)NCC(=O)NC2CCCC2)cc1 | -0.3 | -2.9 | 0.2 | 0.2 | -1.9 | -1.5 | -4.7 | -10.7 | -5.4
COc1ccc(CNC(=O)Cc2c(C(=O)O)[nH]c3ccccc23)cc1 | -0.2 | 24.5 | 0.0 | 4.3 | -8.1 | -6.4 | -5.8 | -7.2 | 20.7
CC(NC(=O)c1ccco1)C(c1cccs1)N1CCOCC1 (stereo unspecified) | -0.4 | 22.6 | -0.3 | 1.2 | -2.1 | -0.4 | 5.7 | -7.0 | -14.8
O=C1CC(c2ccc(Cl)cc2)c2c(O)cc(O)cc2O1 (stereo unspecified) | 1.1 | 2.1 | 8.9 | 0.8 | 5.7 | -15.4 | -0.7 | -5.1 | -5.3
COc1cc2c(cc1OC)CN(C(=O)COc1ccc(C#N)cc1)CC2 | -0.3 | 15.0 | 1.5 | 0.5 | -12.1 | -3.7 | -2.0 | -8.6 | 14.5
O=C(O)CCC(=O)NNC(=O)c1ccc(-c2ccccc2)cc1 | -0.8 | 16.4 | 0.5 | 2.8 | -7.8 | 1.2 | 8.2 | -1.8 | -10.3
CCOC(=O)c1ccc(Oc2cc(C)nc(SC)n2)cc1 | -0.6 | 3.6 | -0.7 | -0.3 | -10.6 | -3.4 | 5.4 | 3.4 | -1.2
CN(C)/C=C/C(=O)c1cc(F)cc(C(F)(F)F)c1 | 1.7 | 15.0 | 2.5 | 1.7 | 0.8 | -2.7 | -5.7 | -4.2 | -11.0
O=C(Cc1ccc(S(=O)(=O)N2CCCCC2)cc1)NCc1ccc(Cl)cc1 | 3.5 | -2.0 | 3.0 | 1.5 | -15.7 | -3.7 | -11.8 | -8.1 | nt
CCCCCCN1C[C@H](n2cc(COC(=O)c3ccccc3)nn2)[C@@H](O)C[C@@H]1c1ccc(Cl)cc1 | nt | 17.9 | nt | 0.6 | nt | nt | -27.3 | -21.0 | nt
CC(c1ccccc1)C1C(C#N)=C(N)OC2=C1C(=O)CC(C)(C)C2 (stereo unspecified) | 3.0 | 3.7 | 2.9 | 2.3 | -11.2 | -0.9 | 10.4 | 3.6 | 2.5
COc1ccc(C/C(C)=N/NC(=S)Nc2ccc(C(C)C)cc2)cc1 | -0.9 | 8.6 | -0.8 | 0.1 | -8.6 | -3.5 | -2.9 | -5.4 | -8.1
CCOC(=O)c1cc(-c2ccccc2C)n(Cc2cc(C)no2)n1 | -0.9 | 1.3 | 0.8 | -0.8 | -8.5 | -0.9 | -14.1 | 2.8 | nt
O=c1[nH]nc(CNc2ccc(OC(F)(F)F)cc2)c2ccccc12 | 0.9 | 21.4 | 4.2 | 5.3 | -15.3 | -14.9 | 5.9 | -9.1 | 10.0
Cc1cc2nnc(SC3CCOC3=O)n2c2ccccc12 (stereo unspecified) | -0.5 | 11.2 | 0.3 | -0.2 | -13.6 | -2.2 | -13.9 | -13.3 | -4.2
COc1ccc(C2/C(=C(/O)c3ccc(Br)cc3)C(=O)C(=O)N2C)cc1 (stereo unspecified) | -0.2 | 1.9 | 1.0 | 0.2 | -13.6 | -7.0 | -7.2 | -8.1 | 2.3
COc1ccc(-c2n[nH]c(C)c2-c2ccccc2OC)c(O)c1 | 4.2 | 9.4 | 3.4 | 15.4* | 1.7 | -23.1 | -3.0 | 7.7 | -22.4
O=C(Nc1cccc(Cl)c1)c1nc[nH]c1C(=O)NCCCCNC(=O)c1[nH]cnc1C(=O)Nc1cccc(Cl)c1 | 0.6 | 10.3 | 0.7 | 0.2 | -6.6 | 6.5 | 18.2 | -5.5 | nt
Cc1ccc(N2CCN(C(=S)Nc3ccccc3)CC2)cc1 | 1.4 | 2.9 | 2.1 | 22.2* | -1.6 | -16.6 | -5.4 | 4.2 | 4.4
COc1cc(NC(=O)c2ccc(-c3c(C)noc3C)c3ccoc23)cc(OC)c1OC | nt | 16.6 | nt | 5.7 | nt | nt | 20.5 | -3.1 | nt
Cc1cc(OCC(=O)Nc2ccccc2N2CCCC2)ccc1C(C)C | -3.3 | -1.6 | -1.3 | -0.4 | -13.7 | -14.7 | 18.5 | -14.6 | nt
COc1ccc(/C=C2\SC(=O)N(CCNC(=O)C3CSC4(C)CCC(=O)N34)C2=O)cc1 (stereo unspecified) | 2.1 | -1.9 | 2.2 | 5.4 | -23.6 | -14.8 | -5.4 | -10.0 | nt
O=C(NCCCn1ccnc1)c1cc(-c2cccs2)on1 | 0.4 | 24.0 | 0.0 | 1.4 | -13.8 | -9.5 | -2.2 | -23.4 | -12.4
C/C(=C\C(=O)c1ccccc1)Nc1ccc(Br)c(Cl)c1 | 2.9 | 18.4 | 1.0 | 2.9 | -9.9 | -5.2 | -12.7 | -19.6 | nt
Cc1cc(/C=N/NC(=O)c2cccnc2)c(C)n1CC(C)C | -0.4 | 13.5 | -0.5 | 0.5 | -11.2 | -8.0 | -7.8 | -6.9 | -4.2
O=C(COC(=O)CC1CC2CCC1C2)NCc1ccccc1 (stereo unspecified) | -0.2 | 0.7 | 0.6 | -0.3 | -7.4 | 2.4 | -5.9 | 0.5 | nt
CCOc1cc(NC(=O)C2CCCO2)c(OCC)cc1NC(=O)C1CC1 (stereo unspecified) | 0.8 | 5.2 | -0.3 | -0.2 | 0.7 | 5.1 | -0.1 | 0.7 | -7.0
